TCR-CD3 inh = blocks the human TCR-CD3 interaction. inhibition, % at 9.4 µM. AID 651800. 0.37% of 360,000 active. TAMRA-labeled TCR probe fluorescence, biochemical; in the data active = inhibition above about 19%;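 also: recombinant mutant TCR 2C K166C tagged with TAMRA read by polarization; 0% = receptor in buffer alone and 100% = receptor with positive control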
ABHD4 inh = ABHD4 (mouse) inhibition, primary FP screen | AID 720543 | purified mABHD4, FP-Rh probe fluorescence polarization | 0.54% of 370,000 active | Q8VD66 | inhibition, % at 8.92 µM;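 active = inhibition exceeding the mean over every tested compound plus 3 SD, cut at about 30% in these data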;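 also: 0% = plate median of compound wells and 100% = S159A mutant with DMSO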
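Test system: mABHD4 protein; Read-out basis: % inhibition; Incubation: 45 min + 60 min at 25 °C; Repeats: single replicate; Technique: fluorescence polarization with parallel and perpendicular emission, 525/598 nm; Compound: 8.92 µM, single dose; Benchmarks: full inhibition S159A mutant plus DMSO, zero as sample-well median.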
MBD2 inh = inhibitors of human MBD2 binding to methylated oligonucleotide. Q9UBB5. TR-FRET. inhibition, % at 4.4 µM. 0.31% of 370,000 active. AID 686964; in the data active = inhibition above about 13%
HTRA1 inh = HTRA1 (human) protease inhibition; 0.5% of 340,000 active; inhibition, % at 5.96 µM; recombinant HTRA1, FP-rhodamine activity-based probe, fluorescence polarization; Q92743; in the data active = inhibition above about 36%;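 also: 0% = enzyme with DMSO and 100% = wells lacking enzyme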
TDP2 absorb = blocks human TDP2 phosphodiesterase activity. AID 720702. inhibition, % at 12.8 µM. 0.34% of 370,000 active. recombinant TDP2, T5PNP hydrolysis, p-nitrophenol absorbance 415 nm;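 active = inhibition above the mean of all tested compounds plus 3 SD, set per campaign, cut at about 25% in these data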;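 also: 0% = DMSO with enzyme and 100% = buffer with substrate but no TDP2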
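Assay system: recombinant human TDP2 / Reagent: T5PNP substrate at 5 mM, a TopII-DNA adduct mimic / Measured by: epi absorbance from released p-nitrophenol / Evaluation: % inhibition relative to enzyme-containing and enzyme-free wells / Control set: enzyme-free and DMSO wells / Replicates: each compound tested once, singlicate / Schedule: enzyme reaction with compound for 2 h at 37 °C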
PRMT1 FP inh = PRMT1 (human) inhibition, primary screen. Q99873. recombinant PRMT1, activity-based probe fluorescence polarization. inhibition, % at 2.79 µM. 1.3% of 370,000 active. AID 652257;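 active = inhibition above about 21% made by adding two undisclosed values, limit read from the data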
SIAE primary = blocks human sialic acid acetylesterase. Q9HAT2. SIAE FP-Rh probe binding, fluorescence polarization. inhibition, % at 9.66 µM. 0.69% of 370,000 active. AID 1053197;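 active = inhibition above a cutoff: mean of compounds within the control limits plus 3 SD of those, cut at about 17% in these data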;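 also: 0% = plate median of compound wells and 100% = probe without SIAE protein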
NPR2 activator = GC-B (human) receptor activation. 0.11% of 370,000 active. activation, % at 10 µM. HEK293-GC-B cells, CNP EC30, cGMP TR-FRET; 0% at EC30 CNP, 100% saturating CNP;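 active = activation at 10 µM reaching about 35% in either raw or pattern-adjusted values, limit read from the data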
Target sequence (P20594 whole entry, looked up): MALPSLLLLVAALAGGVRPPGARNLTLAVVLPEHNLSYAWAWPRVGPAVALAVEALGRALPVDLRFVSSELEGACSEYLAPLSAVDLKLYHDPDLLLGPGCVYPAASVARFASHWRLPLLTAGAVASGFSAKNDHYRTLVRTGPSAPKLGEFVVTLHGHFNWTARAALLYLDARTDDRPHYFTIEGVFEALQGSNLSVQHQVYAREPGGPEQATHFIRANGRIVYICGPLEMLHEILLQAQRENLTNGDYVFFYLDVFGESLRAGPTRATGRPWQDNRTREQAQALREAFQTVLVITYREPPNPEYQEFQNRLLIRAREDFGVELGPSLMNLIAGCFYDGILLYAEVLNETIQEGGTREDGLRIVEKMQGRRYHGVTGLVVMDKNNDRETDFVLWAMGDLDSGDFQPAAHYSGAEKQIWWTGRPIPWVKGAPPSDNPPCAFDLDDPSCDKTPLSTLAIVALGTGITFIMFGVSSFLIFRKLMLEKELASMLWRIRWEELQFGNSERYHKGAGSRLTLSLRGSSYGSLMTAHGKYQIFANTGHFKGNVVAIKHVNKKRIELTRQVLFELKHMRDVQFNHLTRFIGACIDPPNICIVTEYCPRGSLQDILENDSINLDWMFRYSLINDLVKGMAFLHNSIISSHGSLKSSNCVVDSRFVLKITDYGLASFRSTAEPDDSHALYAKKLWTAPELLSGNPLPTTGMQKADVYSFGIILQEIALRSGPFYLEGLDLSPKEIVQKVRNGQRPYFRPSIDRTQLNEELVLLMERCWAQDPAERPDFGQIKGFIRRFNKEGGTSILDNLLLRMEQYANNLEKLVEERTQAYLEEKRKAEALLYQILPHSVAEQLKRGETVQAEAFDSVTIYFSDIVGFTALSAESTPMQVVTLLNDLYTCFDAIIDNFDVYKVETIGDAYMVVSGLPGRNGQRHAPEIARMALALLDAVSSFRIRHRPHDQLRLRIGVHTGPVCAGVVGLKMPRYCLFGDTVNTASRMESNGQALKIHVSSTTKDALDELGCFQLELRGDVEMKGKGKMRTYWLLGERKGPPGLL
LEDGF integ inh = blocks HIV-1 LEDGF/p75-dependent DNA integration; 0.64% of 370,000 active; AID 743269; inhibition, % at 3.7 µM; TR-FRET IN-LEDGF/p75 DNA integration, Eu/Cy5;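 active = inhibition above the screen-wide mean plus 3 SD, cut at about 13% in these data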;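 also: signal is the Cy5 over europium emission ratio at 671 and 618 nm; 0% = plate median of compound wells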
rCAG RNA binder = binds r(CAG) RNA repeats | 1.3% of 370,000 active | r(CAG) RNA repeat, TO-PRO-1 dye displacement fluorescence | AID 651821 | inhibition, % at 3 µM;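 active = inhibition above the plate cutoff, the mean of all test compounds on that plate plus 3 SD, cut at about 35% in these data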;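 also: 0% = DMSO alone and 100% = 100 µM mitoxantrone as full dye displacement; higher means more dye released from RNA so lower well fluorescence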
* hit, by the source's call; nt = no result given.

Below each compound: PRMT1 FP inh	LEDGF integ inh	TDP2 absorb	MBD2 inh	NPR2 activator	ABHD4 inh	HTRA1 inh	TCR-CD3 inh	SIAE primary	rCAG RNA binder
> Cc1ccc(S(=O)(=O)NNC(=O)C2Cc3c(ccc4ccccc34)O2)cc1 (centres undefined)
  1	2	-11	4	-5	-15	-5	-5	-1	4
> O=C(Nc1ccccc1Cl)C1CCCN1C(=O)OCc1ccccc1 (centres undefined)
  -1	-2	6	-1	3	1	5	2	1	-5
> O=C(NCCO)c1scc2c1OCCO2
  0	-4	-6	-6	3	0	3	2	-5	3
> Cc1cc(NC(=O)CSc2nnnn2-c2ccc(C)c(Cl)c2)no1
  -1	0	3	-4	-4	5	-9	4	4	1
> CO[C@H]([C@H](C)/C=C/N(C)C=O)[C@@H](C)C(=O)CC[C@H](C)[C@H](O)[C@H](C)[C@H]1OC(=O)/C=C/C(C)=C/C[C@H](O)C[C@@H]2C=CC[C@@H](C[C@H](OC)[C@@H](C)[C@@H](OC)C[C@@H](OC)[C@@H]1C)O2
  0	4	-14	-1	-32	6	nt	nt	2	nt
> Cc1ccc(S(=O)(=O)N(C)C)cc1NC(=O)C(C)OC(=O)CC1CC2CCC1C2 (centres undefined)
  -1	5	-6	-1	-4	1	-1	3	-11	1
> O=C(NCCC1=CCCCC1)C(=O)NCC1OCCCN1S(=O)(=O)c1ccc(F)cc1 (centres undefined)
  -4	5	0	1	4	0	4	4	5	1
> Cc1ccc(-n2ncc3c(=O)n(CC(=O)NCc4ccco4)cnc32)cc1C
  11	-2	-8	-2	-9	-5	-6	-5	-1	8
> COc1cc(/C=C/C(=O)OCC(=O)N2c3ccccc3NC(=O)C2(C)C)cc(OC)c1OC
  -2	3	7	-2	3	-7	-2	-1	-1	5
> Cc1cc(C)cc(NC(=O)CN2C(=O)NC(C)(c3ccccc3)C2=O)c1 (centres undefined)
  0	-1	-8	-1	3	-7	-4	6	-5	-2
> c1ccc2oc(Cc3ccc(Cc4nc5ccccc5o4)cc3)nc2c1
  -3	-5	8	-8	5	-7	-22	4	4	2
> Oc1ccc(Br)cc1-c1cc(-c2ccccc2F)[nH]n1
  1	-4	-8	0	-1	-13	-29	4	-5	18
> O=C1CCC(=O)N1c1nc2nc(-c3ccccc3)cc(-c3ccccc3)n2n1
  -2	2	-14	9	-3	-6	-3	6	-14	7
> COc1ccc(CCNC(=O)Cn2cnc3c(cnn3C(C)(C)C)c2=O)cc1OC
  0	-2	-3	6	4	-4	1	-12	1	-3
> CC(=O)Nc1ccc(S(=O)(=O)N2CCC(C(=O)NC3CC3)CC2)cc1
  3	-1	5	0	3	5	3	0	-9	0
> O=c1cc(-c2cccc(F)c2)[nH]c2ccccc12
  -1	2	-7	4	0	14	4	10	-3	2
> COc1ccc2nc(C)cc(N3CCN(S(=O)(=O)c4ccccc4F)CC3)c2c1
  -2	-1	10	10	-3	7	-16	1	-1	3
> COc1ccc2c(c1)c(C(C)=O)c(C)n2CCc1ccc(OC)c(OC)c1
  -5	1	14	-2	1	1	14	3	7	-7
> CC(OC(=O)[C@H](C)NC(=O)c1ccccc1Cl)C(=O)NCc1ccc2c(c1)OCO2 (some centres undefined)
  -1	0	4	-6	-2	2	1	1	1	-8
> Cc1cccc(C(=O)Nc2ccccc2C(=O)NCc2cccnc2)c1
  -2	1	-2	-2	-2	2	-8	8	-8	-3
> CCCn1c(SCC(=O)NC2CCCC2)nnc1-c1ccccn1
  -5	-5	-8	-1	-2	5	7	-8	-3	0
> Cc1onc(-c2ccccc2Cl)c1C(=O)Nc1ccc(S(=O)(=O)N2CCCC2)cc1
  -6	2	-1	-3	4	-5	-16	4	-5	5
> Cc1nnc(NC(=O)C(c2ccccc2)c2ccccc2)s1
  -2	2	-14	-6	5	-7	-7	-3	1	1
> CCOC(=O)c1cnc2ncnn2c1N
  6	0	3	-3	1	2	4	-5	-4	-4
> Cc1ccccc1N1C(=O)c2cccc([N+](=O)[O-])c2C1=O
  2	2	16	-6	-3	2	7	5	-1	0
> CCN(CC(=O)NCc1cccs1)C(=O)c1ccc(OC)c(S(=O)(=O)N2CCOCC2)c1
  0	-5	7	2	1	2	6	-6	0	-2
> CCN(CC(=O)Nc1ccc(NC(C)=O)cc1)C(=O)c1c(-c2c(F)cccc2Cl)noc1C
  1	2	-12	-3	-4	-3	3	4	0	0
> CC(=O)c1ccc(N(C(=O)Cn2nnc(-c3ccccc3)n2)C(C(=O)NC2CCCCC2)c2ccccn2)cc1 (centres undefined)
  -3	0	-12	-5	-7	-6	-2	7	-5	1
> CCC(=O)Nc1nnc(-c2ccc(OC)cc2)o1
  3	5	7	-6	3	1	-5	-3	8	0
> COCCN(C(=O)c1ccc(-c2ccc(Cl)cc2)o1)c1c(N)n(CC(C)C)c(=O)[nH]c1=O
  4	-7	-2	3	-10	1	-7	-2	0	3
> Cc1ccc(S(=O)(=O)N2CCC(NC(=O)c3cccc(F)c3)CC2)cc1
  -4	7	-5	-6	-7	-8	-14	2	4	-5
> CC(CCc1ccccc1)NC(=O)COC(=O)c1cc(NS(=O)(=O)c2ccc(Cl)c([N+](=O)[O-])c2)ccc1O (centres undefined)
  3	5	-8	-2	-2	-26	-28	9	-17	46*
> Cc1nnc(NC(=O)c2cc(S(=O)(=O)N3CCCCC3)ccc2Cl)s1
  0	0	-13	-4	1	-3	-4	3	4	4
> Clc1ccc(OCc2noc(-c3ccsc3)n2)c(Cl)c1
  4	2	22	-5	2	-5	-13	0	-1	0
> O=C(O)CSc1nnc(NC(=O)c2ccc3c(c2)OCO3)s1
  -3	-3	-10	5	-3	2	6	2	0	0
> Cc1cc(N=O)no1
  19	-3	7	2	3	7	nt	6	9	2
> COCCn1c(SCC(=O)N2CCCCCC2)nc2c(c1=O)SCC2
  5	2	20	-5	5	3	5	10	9	-4
> O=C(Nc1sc2c(c1C(=O)O)CCCC2)c1ccc(F)cc1
  0	3	2	1	0	10	-9	9	3	25
> OCCCCNCc1ccc(OCc2ccc(Cl)cc2Cl)cc1
  1	2	-27	0	-9	8	13	4	1	8
> O=c1c(C(c2ccc(F)cc2)c2c(O)nc3n(c2=O)CCS3)c(O)nc2n1CCS2
  2	4	-10	-4	-1	-2	5	5	4	14
> COC(=O)c1ccc(Oc2cc(C)nc(SC)n2)cc1
  1	3	-5	1	1	4	-1	-5	5	-4
> Cn1c(=O)c2[nH]c(NN=Cc3ccc(F)cc3)nc2n(C)c1=O
  -1	-2	-3	-10	-8	0	3	5	1	3
> COc1ccc(NC(=O)CN2CCc3ccccc3C2)cc1
  3	0	-4	-7	-1	9	6	4	3	-7
> CC(C)(C)NC(=O)NC(=O)CSc1n[nH]c(-c2ccccc2Br)n1
  -2	7	-19	-5	24	-13	-1	-5	-8	2
> CCc1ccc(N2CC(C(=O)Nc3ccc(S(=O)(=O)N4CCOCC4)cc3)CC2=O)cc1 (centres undefined)
  -3	2	0	1	-3	-1	-4	6	-1	5
> Cc1ccc(C(=O)NCCc2ccc(S(N)(=O)=O)cc2)cc1[N+](=O)[O-]
  -1	-2	-7	-2	-5	-6	11	0	0	5
> Cc1ccc(S(=O)(=O)N2CCCOC2CNC(=O)C(=O)NC2CCCCC2)cc1 (centres undefined)
  -2	0	9	2	-3	-6	2	8	-4	-7
> O=C(Nc1nnc(C2CC2)s1)c1cccnc1Oc1ccc(Cl)cc1
  -1	-6	-3	-1	-10	-2	3	0	-4	-3
> Cc1ccc(NC(=O)Cn2nnc(C(=O)Nc3ccc(C)c(C)c3)c2N)cc1
  1	-1	-4	3	-1	-42	-29	0	-42	-4
> COCCCNC(=O)c1ccc(C(=O)NCCCOC)cc1
  4	-1	0	-5	2	7	3	-3	1	-2
> CC(C)N(C(=O)CSc1nnc(-c2ccc3c(c2)OCO3)n1C)C(C)C
  2	-1	14	-3	0	5	10	3	-1	-1
> O=C(Nc1nc(-c2cc(Cl)sc2Cl)cs1)c1ccc(Br)s1
  4	1	6	21*	-5	8	14	0	-7	3
> O=S(=O)(c1ccc2ccccc2c1)N1CCN(CCO)CC1
  -2	0	10	-4	0	3	3	3	-5	2
> C=CCN(c1ccc(C(=O)NCCCn2ccnc2)cc1)S(C)(=O)=O
  1	-3	4	0	6	-2	6	1	-9	-3
> COC(=O)C1=CN(CC2CCCO2)C=C(C(=O)OC)C1c1cccc(O)c1 (centres undefined)
  2	2	-3	-6	-2	-1	nt	-3	4	-3
> Cc1ccc(S(=O)(=O)NCCC(=O)Oc2ccc3ccc(=O)oc3c2)cc1
  -4	-1	5	-3	-9	2	5	0	6	7
> O=C(Nc1ccccc1N1CCOCC1)[C@@H]1O[C@H](CO)[C@H](O)[C@H](O)[C@H]1O
  -2	-4	-4	4	1	-5	nt	4	4	0
> O=c1[nH]ncn1-c1ccccc1C(F)(F)F
  2	-2	5	5	1	-3	-1	-4	-2	3
> Cc1ccc2oc(=O)n(Cc3ccc(OC(C)C)cc3)c2c1
  0	7	12	-3	-2	-4	-20	-7	0	-6
> COc1ccc(OC(=O)CCc2c[nH]c3ccccc23)cc1
  -1	1	-5	-3	0	2	9	-4	4	1

Next part.
Below each compound: PRMT1 FP inh	LEDGF integ inh	TDP2 absorb	MBD2 inh	NPR2 activator	ABHD4 inh	HTRA1 inh	TCR-CD3 inh	SIAE primary	rCAG RNA binder
> Cn1c(=S)[nH]c2[nH]c(=O)cnc2c1=O
  -2	0	3	-1	0	5	2	1	-3	0
> COC(=O)c1[nH]nc(-c2ccccc2)c1-c1ccccc1
  0	-3	-9	-3	4	-5	-13	0	2	-2
> CCN(CC)C(=O)CN(c1cccc(C(F)(F)F)c1)S(C)(=O)=O
  1	0	2	3	4	2	1	-4	3	-6
> CC1(C)Cc2c(sc(/N=C/N3CCCC3)c2C#N)C(C)(C)N1
  -2	4	-21	3	4	-7	-2	12	-4	0
> COCC(=O)Nc1ccc2c(c1)OCC(=O)N2Cc1ccccc1F
  5	-2	1	4	2	2	5	-7	3	0
> CCOc1ccc(/C=C(\C#N)C(=O)Nc2ccccn2)cc1
  -4	1	-7	1	3	-5	-5	-2	0	-1
> COc1cccc(N=C2SC(CC(=O)Nc3ccccc3)C(=O)N2Cc2ccccn2)c1 (centres undefined)
  8	1	-2	6	-8	-28	-34	2	-7	-2
> Cc1cccc(NC(=O)c2cc([N+](=O)[O-])ccc2N2CCN(C)CC2)c1
  -3	3	2	-8	-2	-6	2	3	8	-3
> O=C(CN(C1CCCCC1)S(=O)(=O)c1ccc(Cl)cc1)NCc1ccncc1
  -1	1	2	-4	-8	-3	-9	2	4	-4
> Cc1cc(NC(=O)c2cc(S(=O)(=O)N3CCCCC3)ccc2C)n(-c2ccccn2)n1
  2	1	1	5	13	-10	-14	-10	-3	0

The list is partial, so the mix of outcomes need not match the whole.
